Compound activity from PubChem.
Polio RdRp inh – poliovirus RNA polymerase inhibition. AID 588519. 0.66% of 150,000 active. P03300. % elongation, % (compound at 16.7 µg/mL). poliovirus polymerase elongation, fluorescence polarization; stronger effect = lower value; in the data active = % elongation below about 90%; also: some results filed as inactive read as strong as hits
Target sequence (P03300 1749-2209 limits assumed): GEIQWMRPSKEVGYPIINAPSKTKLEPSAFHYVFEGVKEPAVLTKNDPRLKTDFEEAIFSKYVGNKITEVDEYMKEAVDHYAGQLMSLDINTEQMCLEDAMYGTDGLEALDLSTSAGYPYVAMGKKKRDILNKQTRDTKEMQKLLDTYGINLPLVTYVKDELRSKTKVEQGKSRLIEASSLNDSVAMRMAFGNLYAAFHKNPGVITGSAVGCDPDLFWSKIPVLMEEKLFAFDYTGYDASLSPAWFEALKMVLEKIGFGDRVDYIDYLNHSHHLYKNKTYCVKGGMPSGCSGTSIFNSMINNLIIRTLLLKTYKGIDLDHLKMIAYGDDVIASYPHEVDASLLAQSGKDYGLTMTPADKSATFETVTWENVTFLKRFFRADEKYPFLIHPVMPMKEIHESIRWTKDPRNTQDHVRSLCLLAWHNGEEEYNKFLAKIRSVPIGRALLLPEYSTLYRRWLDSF
Polio RdRp inh FP z-score – also measured in Polio RdRp inh; calls as there; z-score; measured here: FP z-score; hits read low
Active calls of the source: *; & = joins results of further samples. These rows are one share of the data, so the mix of outcomes need not match the whole.

item | mol | Polio RdRp inh | Polio RdRp inh FP z-score
1 | COc1ccc(-c2[nH]nc3nc(-c4cc(OC)c(OC)c(OC)c4)cc(C(=O)O)c23)cc1 | 105 | -0.2
2 | CCOc1ccccc1CNC(=O)c1c(C)oc2ncnc(N3CCOCC3)c12 | 112 | 0.6
3 | CC(=O)N(c1ccccc1)c1nc(/C=C/C(=O)N(Cc2ccco2)C2CCS(=O)(=O)C2)cs1 (stereo not given) | 103 | -0.1
4 | Cc1ccc(-c2cc(-c3nnco3)c3ccccc3n2)cc1 | 101 | -0.1
5 | CCOc1ccc2nc(SCC(=O)OC3CCCCC3)c(C)cc2c1 | 105 | 0.2
6 | COc1cccc(CNC(=O)CN2C(=O)COc3ccc(S(=O)(=O)Nc4ccccc4)cc32)c1 | 102 | -1.3
7 | CN(C)C(=O)COC(=O)c1c2c(nc3ccccc13)CCCCC2 | 93 | -1.2
8 | CCOc1ccccc1NC(=O)c1nnn(CC(=O)Nc2ccccc2CC)c1N | 113 | 1.3
9 | CCCN(Cc1cccs1)C(=O)Nc1ccc(Br)cc1F | 108 | 0.1
10 | Cc1ccc(-n2ncc(C(=O)N3CCN(C4CCCCC4)CC3)c2C2CCN(C(=O)OC(C)(C)C)CC2)cc1 | 105 | -0.3
11 | COC(=O)c1ccc2c(=O)n(CC(C)O)c(SCc3cc(Cl)c4c(c3)OCCO4)nc2c1 (stereo not given) | 97 | -0.3
12 | Cc1cc2nc(COc3ccccc3)cc(=O)n2o1 | 100 | -0.7
13 | CC(C)NC(=O)C1CCN(C(=O)C(C(=O)c2ccccc2)n2cc(Cl)ccc2=O)CC1 (stereo not given) | 101 | -0.2
14 | O=C(CCCCCn1c(=O)[nH]c2ccccc2c1=O)N1CCN(c2ccc(Cl)cc2)CC1 | 106 | -0.1
15 | CSc1sc(C(=O)Sc2ccccc2)c2c1S(=O)(=O)N(C)c1ccccc1-2 | 99 | -1.6

The list continues:
item | mol | Polio RdRp inh | Polio RdRp inh FP z-score
16 | CC(C)N(C(=O)CSc1nnc(-c2cccs2)o1)C(C)C | 103 | 0.3
17 | Cc1cccc(C2NC(=O)c3c(sc4c3CCN(C)C4)N2)c1O (stereo not given) | 110 | 1.3
18 | Cc1ccc(/C=C/C(=O)Nc2nc(-c3cccs3)ns2)cc1 | 102 | -0.1
19 | COC(=O)Cc1c(C)c2cc3c(c(C)c2oc1=O)OCN(CCc1ccc(F)cc1)C3 | 105 | -0.4
20 | CCC(=O)Nc1cc(-c2nc3cc(OC)ccc3o2)ccc1C | 102 | 0.8
21 | CC(=O)c1cccc(NC(=O)c2ccc(Cl)c(S(=O)(=O)N3CCOCC3)c2)c1 | 104 | 0.1
22 | O=C(O)CCNS(=O)(=O)c1ccc(Br)cc1 | 100 | -0.9
23 | COc1cccc(NC(=O)Cn2nc(-c3ccccc3)ccc2=O)c1 | 103 | 0.4
24 | COc1cccc(COC(=O)c2ccc(-c3nnn(Cc4ccccc4)n3)cc2)c1 | 107 | 0.7
25 | C=CCN1C(=O)C2(NC(=O)c3ccccc3N2)c2ccccc21 (stereo not given) | 101 | -0.5
26 | CCN(CC)C(=O)c1cn(CCC#N)nc1-c1ccc2ccccc2c1 | 101 | -0.3
27 | O=C(NC1CCCc2ccccc21)C1=NN(c2ccccc2)C(=O)CC1 (stereo not given) | 108 | 0.5
28 | CCc1nc(N)nc(N)c1-c1ccc(Cl)cc1 | 101&100 | 0.2&0
29 | Cc1cc(C)cc(C(=O)Nc2ncn[nH]2)c1 | 105 | 0.1
30 | CCCNC(=O)c1ccc(SC)cc1OC | 101 | -0.3

Next results:
item | mol | Polio RdRp inh | Polio RdRp inh FP z-score
31 | Cc1cc(C)cc(NC(=O)c2sc3nc(-c4ccccc4)cn3c2C)c1 | 109 | 0.5
32 | O=C(NCc1ccc(Cl)cc1)c1cc2cccc3c2n1CCS3 | 100 | -1.2
33 | CC(=O)Oc1cc2oc(=O)cc(C)c2cc1Cl | 102 | 0
34 | O=C(CCCN1C(=O)CSc2ncccc21)NC1CCCC1 | 105 | 1.4
35 | COc1ccc(N2CCN(C(=O)Cn3c(Cl)nc4c3c(=O)n(C)c(=O)n4C)CC2)cc1 | 105 | 0.2
36 | CCC(Sc1nc2c(c(=O)[nH]1)CCC2)C(=O)Nc1ccccc1F (stereo not given) | 102 | 1.1
37 | COC(=O)c1ccc(Cn2c(Cc3ccccc3)nc3ccccc32)o1 | 108 | 0.8
38 | COc1ccc(NC(=O)c2sc3nc(-c4ccc(OC)cc4)cc(C(F)(F)F)c3c2N)cc1 | 83 | -5.5
39 | CSc1ccccc1NC(=O)Nc1ccccc1 | 99 | -0.4
40 | CC(=O)Oc1cn(C(C)C)c2nc(C)n3c(=O)c4ccccc4nc3c12 | 91 | -1.3
41 | Cn1c(=O)c2c(SCC(=O)Nc3ccc(F)cc3F)nc(C3CCCC3)nc2n(C)c1=O | 104 | -0.8
42 | COc1ccc(NC(=O)C2CCCN(S(=O)(=O)c3cccs3)C2)cc1 (stereo not given) | 111 | 1.4
43 | COc1ccc(C)cc1NC(=O)c1cc(S(=O)(=O)N2CCOCC2)cn1C | 100 | -1.1
44 | CCc1cccc(C)c1NC(=O)CN(C)S(=O)(=O)c1cccc2nsnc12 | 107 | 0.5
45 | CCOC(=O)NCc1cc(C(=O)O)ccc1O | 101 | -0.6

Following part:
item | mol | Polio RdRp inh | Polio RdRp inh FP z-score
46 | COc1ccc(NC(=O)c2ccc(NC(=O)CCS(=O)(=O)c3cccs3)cc2)cc1 | 105 | 0.3
47 | COc1ccc(C(=O)c2cnc3cc4c(cc3c2N2CCCCC2)OCO4)cc1 | 99 | -1.1
48 | COc1ccc(-c2ccc(=O)n(CC(=O)Nc3ccccc3C(F)(F)F)n2)cc1 | 109 | 0.6
49 | Cc1ccc(S(=O)(=O)Nc2ccccc2-c2nnc(-c3ccc(Cl)cc3)o2)cc1 | 103 | 0.5
50 | Cc1cc(C)c2c(CC(=O)Nc3nnc(CC(C)C)s3)coc2c1 | 119 | 0.3
51 | CCc1ccccc1NC(=O)Cn1c(=O)n(-c2ccc(CC(=O)NCC3CCCO3)cc2)c(=O)c2ccccc21 (stereo not given) | 104 | -0.6
52 | CCOc1ccccc1NC(=O)C(CC)n1c(C(=O)OC)cc2occc21 (stereo not given) | 108 | 0.4
53 | Cc1cc(C)cc(C(=O)Nn2cnnc2)c1 | 100 | 0
54 | Cc1ccccc1NC(=O)Cn1cc(C(=O)c2ccco2)c2ccccc21 | 106 | 0.2
55 | CN1c2ccc(Cl)cc2-c2nc(SCC(=O)NCc3ccc(F)cc3)ncc2S1(=O)=O | 114 | 0.6
56 | CC(c1ccco1)N(C(=O)c1ccccc1F)c1ccccn1 (stereo not given) | 101 | 0
57 | CC1CCN(C(=O)c2cccc(-c3nnc(-c4ccccc4)o3)c2)CC1 | 101 | -0.6
58 | COC(=O)c1sccc1NC(=O)c1nc(-c2ccc(Cl)cc2)n2c1CCCCC2 | 102 | -0.4
59 | CC(C)N(CCc1ccncc1)C(=S)NCC1CCCO1 (stereo not given) | 102 | 0.1
60 | COc1cc(NC(=O)C2CCN(c3cnc4ccccc4n3)CC2)cc(OC)c1OC | 109 | 0.6

(further entries)
item | mol | Polio RdRp inh | Polio RdRp inh FP z-score
61 | COc1ccc2c(c1)c1c(c(=O)n(-c3ccc(C)cc3)c(=O)n1CC(=O)NCC1CCCO1)n2C (stereo not given) | 102 | 0
62 | O=C(CCC(=O)c1ccccc1)Nc1ccc(F)c(Cl)c1 | 102 | -0.3
63 | CCOC(=O)c1ccccc1NC1OC(=O)c2ccccc21 (stereo not given) | 102 | -0.1
64 | CCN(CC(=O)NCc1cccs1)C(=O)c1cc2c(s1)CCCC2 | 99 | -0.4
65 | CC1CCCCN1c1csc2ccc(F)cc2c1=O (stereo not given) | 106 | 0
66 | C=CCNC(=O)c1cc2c(=O)n3ccccc3nc2n(CCC)c1=N | 100 | -0.3
67 | CCOc1ccccc1NC(=O)C(Cc1ccccc1)NS(=O)(=O)c1ccc2c(c1)oc(=O)n2C (stereo not given) | 108 | 0.4
68 | COc1ccc(NC(=O)Cn2c(=O)n(CCCCCC(=O)NCc3ccc4c(c3)OCO4)c(=O)c3sccc32)cc1Cl | 107 | 0.4
69 | CC(C)(C)c1cc2ncnc(NC3CCN(Cc4ccccc4)CC3)c2s1 | 94 | -1.9
70 | CC(=O)NC(Cc1cnc[nH]1)C(=O)O (stereo not given) | 98 | -0.2
71 | Cc1ccc(NC(=O)C2CCN(S(=O)(=O)c3cccc4nonc34)CC2)c(Cl)c1 | 105 | -0.2
72 | CC(=O)N1CCc2cc(C(O)CN3CCN(c4ccccn4)CC3)ccc21 (stereo not given) | 100 | 0.1
73 | COc1ccc(NC(=O)CSc2nncn3c2cc2occc23)cc1 | 100 | -0.8
74 | CC1CCc2onc(C(=O)N3CCN(c4ccc(F)cc4)CC3)c2C1 (stereo not given) | 99 | -0.4
75 | COc1ccc(C(CNC(=O)COc2ccc(C)c(C)c2)N2CCCCC2)cc1 (stereo not given) | 110 | 0.8

Continued:
item | mol | Polio RdRp inh | Polio RdRp inh FP z-score
76 | CCOC(=O)c1cc(S(=O)(=O)NCc2ccc(Cl)cc2)[nH]n1 | 102 | -1.1
77 | O/C(=C\SC1=NCCN1)C12CC3CC(CC(C3)C1)C2 | 102 | 0.2
78 | CCN1C(=O)/C(=C/c2ccccc2NC(C)=O)OC1=S | 100 | -0.4
79 | Cc1ccc(C(=O)N(C)c2ccc(OCC(=O)N(C)C3CCN(C)CC3)cc2)cc1 | 104 | 0.9
80 | O=C(O)C1C2C=CC(C2)C1C(=O)NCc1cccs1 (stereo not given) | 99 | -1
81 | O=C(COc1ccc(F)cc1)Nc1nnc(S(=O)(=O)N2CCCC2)s1 | 111 | 0.7
82 | CC(C)CN(Cc1c(O)ccc2c(=O)c(-c3ccccc3)coc12)CC(C)C | 107 | 0.3
83 | CCNC(=S)N/N=C/c1ccc(OCC(=O)N2CC(C)OC(C)C2)c(OC)c1 (stereo not given) | 107 | 0.6
84 | COCCNC(=O)Cn1cnc2sc(C)c(S(=O)(=O)N3CCN(c4ccccc4OC)CC3)c2c1=O | 108 | 0.6
85 | CCOc1ccccc1NC(=O)CSc1nc2c(oc3ccccc32)c(=O)n1Cc1ccco1 | 100 | -1.5
86 | CN(C)c1ccc2c3c(cccc13)C(=O)N(c1ccccc1)C2=O | 96 | -0.8
87 | COc1cc(C(=O)NCC(c2ccccc2)c2c[nH]c3ccccc23)cc(OC)c1OC (stereo not given) | 103 | 0.1
88 | Cc1ccc(CC2SC(=O)NC2=O)cc1Cl (stereo not given) | 99 | -0.5
89 | COc1ccc(C(=O)NCC(c2ccc(N(C)C)cc2)N2CCCC2)cc1 (stereo not given) | 107 | 0.7
90 | COc1ccccc1CNC(=O)C1CCN(S(=O)(=O)c2c(C)noc2/C=C/c2c(C)cc(C)cc2C)CC1 | 114 | 1.6

Next part:
item | mol | Polio RdRp inh | Polio RdRp inh FP z-score
91 | O=C(Nc1cccc(OCc2cc(=O)n3ccccc3n2)c1)Nc1cccc(C(F)(F)F)c1 | 106 | 0
92 | O=C(/C(=C/c1cccs1)c1cccs1)N1CCCCCC1 | 99 | -1.3
93 | N#CCCN(CCN1CCOCC1)C(=S)Nc1ccc(Cl)c(Cl)c1 | 104 | 0.2
94 | COc1ccc(NC(=O)CSc2nc(-c3cccc(C)c3)[nH]c2-c2ccccc2)cc1OC | 110 | -0.5
95 | COc1cccc(/C=N/n2c(N3CCOCC3)nc3ccccc32)c1OC | 104 | 0.3
96 | CC(C)CNC(=O)c1ccc2c(=O)n(CC(C)C)c(=S)[nH]c2c1 | 107 | 0.3
97 | CCOC(=O)c1c(NC(=O)COc2c(C)cc(Cl)cc2Cl)sc2c1CCCC2 | 102 | -0.3
98 | CC(C)(O)C12CC3CC(C1)CC(C(C)(C)O)(C3)C2 | 101 | 0
99 | C=C1c2ccccc2NC(=O)N1c1ccc(C)cc1 | 101 | -0.3
100 | CC1CCCN(C(=O)Cn2cc(S(=O)(=O)N3CCN(c4ccccc4F)CC3)c3ccccc3c2=O)C1 (stereo not given) | 99 | -0.2
101 | CCN(CC)S(=O)(=O)c1ccc(F)cc1 | 106 | 0.2
102 | CC(CCc1ccco1)NC(=O)Nc1cn(C)c(=O)c2ccccc12 (stereo not given) | 97 | -1.8
103 | CCC(CC)NC(=O)c1cc(Cl)ccc1Cl | 100 | -0.2
104 | Cc1cc(C(F)(F)F)nc(NC(C)c2ccccc2)n1 (stereo not given) | 99 | -0.2
105 | c1ccc(-c2csc(N3CCC(c4ccccc4)C3)n2)cc1 (stereo not given) | 101 | 0

Additional results follow:
item | mol | Polio RdRp inh | Polio RdRp inh FP z-score
106 | CC(=O)Nc1ccccc1NC(=O)c1cccs1 | 102 | -0.3
107 | O=C(CN1C(=O)c2ccccc2C1=O)N1CCN=C1c1ccccc1 | 102 | 0.2
108 | N#CCCn1c(=O)n(CCC#N)c(=O)n(CCC#N)c1=O | 103 | 0.3
109 | Cc1ccc(CCNC(=O)c2ccc(CSCc3ccc(C)cc3)o2)cc1 | 106 | -1.2
110 | O=C1Nc2ccccc2N(O)N1c1ccc(S(=O)(=O)N2CCOCC2)cc1 | 105 | 2.6
111 | COc1ccc(C(=O)NCC(c2ccc(N(C)C)cc2)N2CCc3ccccc32)cc1OC (stereo not given) | 107 | 0.2
